LYPLA2 inh: blocks human lysophospholipase 2, a PME1 counter-screen; O95372; recombinant LYPLA2, FP-Rh probe fluorescence polarization; inhibition, % at 5.9 µM; 320,000 compounds, 0.38% hits;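 active = inhibition above the screen-wide mean plus 3 SD, limit set per campaign, cut at about 26% in these data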;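 also: 0% = LYPLA2 with DMSO and 100% = wells lacking LYPLA2 enzyme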
PP5 primary: PP5 (human) phosphatase inhibition; P53041; purified PP5c, OMFP substrate fluorescence; inhibition, % at 6.7 µM; 320,000 compounds, 0.18% hits; AID 1987;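 active = inhibition above the campaign's mean inhibition across all tested compounds plus 3 SD, cut at about 9.5% in these data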;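 also: 0% = DMSO only and 100% = 100 µM cantharidin control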
PREPL inh: inhibits the human prolyl oligopeptidase-like enzyme; Q4J6C6; recombinant PREPL, fluorescence polarization activity-based probe; inhibition, % at 5.96 µM; 320,000 compounds, 0.68% hits; in the data active = inhibition above about 43%;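 also: 0% = enzyme with DMSO and 100% = wells lacking enzyme; many of its hits are not listed in these tables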
Target sequence (Q4J6C6 whole entry, looked up): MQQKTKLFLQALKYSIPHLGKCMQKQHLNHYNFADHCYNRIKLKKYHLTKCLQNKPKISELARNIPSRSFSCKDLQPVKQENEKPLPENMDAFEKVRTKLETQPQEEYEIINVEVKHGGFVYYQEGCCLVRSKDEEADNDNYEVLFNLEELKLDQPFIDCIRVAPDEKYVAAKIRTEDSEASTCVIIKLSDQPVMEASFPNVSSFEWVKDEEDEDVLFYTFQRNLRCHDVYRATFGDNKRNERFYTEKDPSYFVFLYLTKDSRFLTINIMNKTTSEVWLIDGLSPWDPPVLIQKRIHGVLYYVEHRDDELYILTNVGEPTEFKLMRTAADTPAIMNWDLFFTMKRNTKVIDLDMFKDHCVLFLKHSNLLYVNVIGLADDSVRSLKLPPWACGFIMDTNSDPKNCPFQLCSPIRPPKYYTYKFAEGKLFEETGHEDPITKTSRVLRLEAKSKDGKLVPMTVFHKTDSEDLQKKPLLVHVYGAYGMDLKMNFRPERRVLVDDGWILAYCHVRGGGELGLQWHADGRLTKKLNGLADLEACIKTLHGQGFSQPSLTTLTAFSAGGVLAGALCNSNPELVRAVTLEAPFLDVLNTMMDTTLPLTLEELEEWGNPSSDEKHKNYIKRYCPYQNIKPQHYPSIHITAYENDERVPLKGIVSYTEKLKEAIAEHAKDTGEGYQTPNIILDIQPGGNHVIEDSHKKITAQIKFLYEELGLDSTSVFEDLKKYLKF
TPT1 inhibitor: inhibitors of Candida albicans tRNA 2'-phosphotransferase TPT1. inhibition, % at 5 µM. AID 1962. 300,000 compounds, 0.81% hits. recombinant caTPT1, FP RNA substrate dephosphorylation;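 active = inhibition above the mean of all tested compounds plus 3 SD, set per screening campaign, cut at about 24% in these data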;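 also: plate controls were DMSO alone for no effect and ferristatin control at 100 nM for full effect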
PP1 inh: blocks human PP1-alpha phosphatase, a PP5 counter-screen. purified PP1alpha, OMFP fluorescence. inhibition, % at 6.7 µM. 320,000 compounds, 0.9% hits. AID 2235;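 active = inhibition above the mean inhibition of all tested compounds plus 3 SD, computed separately for each screening campaign, cut at about 15% in these data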
Target sequence (P62136 whole entry, looked up): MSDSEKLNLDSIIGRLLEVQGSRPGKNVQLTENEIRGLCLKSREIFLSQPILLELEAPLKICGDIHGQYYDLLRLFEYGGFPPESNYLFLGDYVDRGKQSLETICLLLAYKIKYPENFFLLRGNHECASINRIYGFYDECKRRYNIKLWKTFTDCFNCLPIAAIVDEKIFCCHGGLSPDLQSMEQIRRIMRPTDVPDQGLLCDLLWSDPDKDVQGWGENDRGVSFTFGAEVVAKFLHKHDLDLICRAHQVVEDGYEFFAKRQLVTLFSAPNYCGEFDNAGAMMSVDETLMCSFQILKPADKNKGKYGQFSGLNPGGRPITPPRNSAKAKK
core dimer inh: blocks dimerization of HCV core protein; inhibition, % at 5 µM; TR-FRET GST/Flag-core106 dimerization, 1536-well; 300,000 compounds, 0.33% hits; AID 1899;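 active = inhibition above the mean of all tested compounds plus 3 SD, set per screening campaign, cut at about 45% in these data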
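assay system = GST-tagged and Flag-tagged HCV core protein residues 1-106 | controls = unlabelled core106 and no-GST-core106 wells | incubation = compound-protein-antibody incubation 4 h at 22.5 °C | probe or stimulus = Eu donor and XL665 acceptor anti-tag antibodies | read-out = % inhibition based on acceptor/donor emission ratio | signal = TR-FRET 671 and 617 nm emission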
JMJD2C inh: blocks human GASC-1 demethylase activity; 330,000 compounds, 0.069% hits; inhibition, % at 2.35 µM; GST-JMJD2C(1-420) H3K9me3 demethylation, DELFIA europium; Q9H3R0;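 active = more than half of a compound's replicate wells show inhibition beyond 50%, single wells judged on their own value; inconclusive = some, but no more than half, of replicates pass 50% inhibition; inactive = no replicate passes 50% inhibition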;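 also: signal counts dimethyl H3K9 product captured on neutravidin plate; 0% = median of DMSO wells and 100% = 0.3 times that DMSO median; strong numbers were not always called active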
Fh CTSL1 inh: blocks F. hepatica cathepsin L1 in PFM18AAP counter-screen | 300,000 compounds, 0.49% hits | inhibition, % at 5.96 µM | recombinant F. hepatica cathepsin L1, Z-Leu-Arg-MCA fluorescence;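 active = inhibition above the mean of all tested compounds plus 3 SD, set per screening campaign, cut at about 17% in these data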;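 also: 0% = plate median of test compound wells and 100% = 1 µM Z-Phe-Ala-diazomethylketone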
Efflux pump inh: blocks antifungal efflux pumps in multiplex yeast assay; AID 485275; inhibition, % at 10 µM; 330,000 compounds, 0.44% hits; S. cerevisiae Candida pump triplex, Nile Red efflux;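 active = plate passing quality check with inhibition over a set limit, or well fluorescence over plate mean plus 4 SD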;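 also: Nile Red retained in pooled yeast measured as flow cytometry median fluorescence; 0% = buffer negative control and 100% = Enniatin B positive control; higher means more Nile Red kept so more efflux inhibition; some compounds called inactive have numbers as strong as hits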
Numbers without * were called inactive; ? = inconclusive; . = no result given. These rows are one share of the data; the hit share may differ from the screen's.

SMILES	LYPLA2 inh	PP5 primary	PREPL inh	TPT1 inhibitor	PP1 inh	core dimer inh	JMJD2C inh	Fh CTSL1 inh	Efflux pump inh
Cc1cc(C)c(N(C(=O)Cn2nnc3ccccc32)C(C(=O)NC(C)(C)C)c2ccsc2)c(C)c1 (stereo not given)	-5.3	2.2	0.3	-1.8	1.2	4.0	-3.0	1.6	-0.1
CCn1nc(NC(=O)c2ccccn2)c2cc3cc(C)ccc3nc21	-5.5	1.5	6.9	0.0	0.2	-12.9	-4.6	4.5	0.0
COc1ccccc1-c1c(C)nn2c(N3CCN(c4ccccc4OC)CC3)cc(C)nc12	6.3	0.1	-0.6	-1.7	-1.9	0.5	8.0	-1.4	-0.1
CCOc1cc(N2CCOCC2)c(OCC)cc1NCC(=O)N1CCN(Cc2ccccc2)CC1	-16.7	0.1	19.6	4.4	2.5	-3.4	-4.9	-1.1	0.1
COC1=C/C(=C/c2c(N)n3nc(CC(=O)N4CCOCC4)sc3nc2=O)C=CC1=O	-7.2	1.6	12.3	9.7	-2.1	-23.6	-26.5	8.8	0.3
COc1ccccc1CCC(=O)N(C)CC(=O)Nc1ccc(Cl)c(C(F)(F)F)c1	-10.0	4.5	-18.1	0.0	4.1	1.6	-6.4	0.9	0.7
CCOc1ccc(/C=N/NC(=S)Nc2c(C)cccc2C)cc1	1.3	2.2	6.1	-2.1	4.8	2.7	?	2.1	-0.2
COc1cccc(N=c2oc3c(C)ncc(CO)c3cc2C(N)=O)c1	1.3	0.5	11.1	-2.7	9.6	-12.4	-8.7	6.6	-0.1
CCOC(=O)c1c(C)[nH]c(C)c1S(=O)(=O)N(C)CC(=O)N1CCN(c2ccc(OC)cc2)CC1	-0.6	-1.4	18.0	0.8	1.2	-1.8	0.5	1.4	-0.1
CCCn1c2ccccc2c2cnn(CC(=O)NCCN(CC)CC)c(=O)c21	-1.1	2.1	-0.8	1.3	3.2	4.2	-6.8	-3.1	0.1
C=CCN1C(=O)C(C)(C)N(C(C)=O)c2ccccc21	-4.7	1.0	-5.1	-2.8	-2.2	2.3	-2.1	1.4	-0.1
CC(CC(=O)Nc1ccccc1)n1ccnc1 (stereo not given)	-0.2	-2.3	-8.4	3.6	-7.1	4.3	0.0	1.0	0.0
CCN1CCN(c2ncc(C(=O)Nc3ccccc3C(=O)OC)c3ccccc23)CC1	-0.3	-1.4	-3.1	-5.3	0.2	2.1	6.4	5.9	0.0
O=C(Nc1cccc2ccccc12)c1ccc(Cn2cc(Cl)cn2)cc1	-5.9	4.9	-2.4	1.1	1.6	7.1	-1.2	-1.1	0.2
O=C(/C=C/c1ccco1)NC(=S)Nc1nc(-c2ccc3ccccc3c2)cs1	-5.8	2.6	12.4	2.3	-3.5	22.1	-13.5	1.2	0.2
Cc1ccc(CNC(=O)C2CCN(S(=O)(=O)N3CCC4(CC3)OCCO4)CC2)cc1	0.3	4.5	15.2	-3.0	-3.7	-15.6	7.2	1.6	-0.1
CCOc1ccc(NC(=O)CN(c2ccc(OC)cc2)S(=O)(=O)c2cccs2)cc1	-1.8	0.7	-18.1	.	-10.3	.	15.6	.	-0.1
CC(=O)c1ccc(S(=O)(=O)Nc2ccc(-n3c(C)nc4ccccc4c3=O)cc2)cc1	-1.2	-0.9	13.2	-1.4	1.3	5.7	-30.0	3.8	0.0
CCOC(=O)N1CCC(NC(=O)C(Cc2ccccc2)NC(=O)c2ccco2)CC1 (stereo not given)	-4.6	-1.1	2.0	2.4	-3.2	-3.5	1.3	1.6	-0.2
C[C@@H]1CC=C[C@H]2[C@H]1C(=O)N(Cc1ccccc1)[C@H]2c1ccc(F)c(-c2ccc(N(C)C)cc2)c1	-4.5	3.4	8.3	-0.9	16.1*	11.8	0.9	-0.4	0.1
COc1cc(NC(=O)c2cc(C)no2)c(OC)cc1Cl	-2.1	2.6	9.6	0.5	-0.1	-3.8	3.1	-2.0	-0.1
COc1ccc(NC(=S)Nc2ccc(OCc3ccccc3)cc2)c(OC)c1	5.4	-0.3	9.2	-1.9	2.1	2.2	44.9	0.6	-0.3
c1ccc2nc3c(cc2c1)CCCCCC3	0.2	1.4	-6.2	-0.5	-2.4	-2.1	9.4	-7.3	0.1
CC(=O)CCc1c[nH]c2c(C(=O)O)cccc12	-3.2	1.7	0.5	2.1	0.5	-2.0	-7.7	-0.5	0.0
O=C(O)CCC(=O)NNc1nc(-c2ccccc2)c2cc(Cl)ccc2n1	4.5	-0.1	10.5	4.6	1.8	-4.7	4.1	-0.3	0.4
N#CC1=C(N)NC(=S)C(C(N)=O)C1c1ccccc1F (stereo not given)	-2.0	-1.6	-9.0	-4.8	5.9	-19.1	.	-2.0	0.1
CC(C)c1ccc(NC(=S)N2CCCC(c3ccc(F)cc3)=N2)cc1	-3.5	4.6	15.2	-1.9	0.3	-1.2	3.6	-0.8	-0.2
COc1ccccc1-n1c(SCC(=O)NC2CCS(=O)(=O)C2)nc2cc([N+](=O)[O-])ccc21 (stereo not given)	0.1	1.4	4.5	1.6	2.1	-2.9	5.1	0.2	0.1
CCCOc1ccc(CNC(=O)Cn2ncc3ccccc32)cc1	5.0	-0.2	-8.6	-0.6	0.8	3.6	5.2	-0.2	-0.1
CCN(CC(=O)NCc1ccc(F)cc1)C(=O)c1ccc(COc2ccccc2)cc1	-5.1	2.0	-8.8	-0.8	-0.6	-5.3	0.0	-2.2	0.0
Cc1ccc(OCCNC(=O)c2ccc(C)o2)cc1	7.5	0.8	3.7	.	-2.2	.	-2.9	.	0.1
CC(NC(N)=O)C(=O)OCC(=O)c1ccc(-c2ccccc2)cc1 (stereo not given)	4.9	0.4	-9.0	-0.5	1.2	2.6	-10.9	-1.6	0.0
OC1(c2ccc(F)cc2)CCN(Cc2cccnc2)CC1	7.2	-1.5	0.1	2.8	-2.2	4.6	1.3	-2.9	0.0
O=C(c1ccco1)N1CCN(Cc2cccc(C(F)(F)F)c2)CC1	-2.9	2.7	-4.1	1.7	2.8	6.6	-7.1	-2.8	0.1
OCCC1CN(Cc2nc3ccccc3[nH]2)CCN1C1CCCC1 (stereo not given)	2.0	1.5	-4.7	3.0	3.7	-0.7	-5.7	1.0	0.1
Cc1ccnc(NS(=O)(=O)c2ccc(N3C(=O)C4CCCCC4C3=O)cc2)n1 (stereo not given)	0.1	0.9	2.5	0.8	8.3	-12.6	-4.9	-4.3	-0.1
Cc1cc(C(F)(F)F)nn1CC(=O)N1CCCC1	1.2	0.7	-0.9	-8.0	-0.8	1.0	1.5	-1.7	0.1
C/C(=N\NC(=O)C1CCCN(S(=O)(=O)c2ccccc2)C1)c1cccnc1 (stereo not given)	-0.8	1.7	-9.4	-2.9	-7.0	7.5	2.9	0.0	-0.1
O=C(N/N=C1/C(=O)c2cccc3cccc1c23)c1ccc(Cl)cc1	31.3*	4.5	34.9	11.2	0.6	43.0	14.3	3.2	0.1
CC(C)c1csc(CN2CCC(CO)(Cc3ccccc3)CC2)n1	-0.9	-0.2	-3.0	-0.1	-1.9	-1.9	-3.8	-1.3	-0.1
CCOC(=O)[C@H]1[C@H]2COc3cc(OC)ccc3[C@@H]2N2C(=O)CN(CCc3c[nH]c4ccccc34)C(=O)[C@@]12C	4.2	0.7	20.4	.	-7.1	.	-3.1	.	-0.2
CCOC(=O)C1(CC)NC(c2ccc(N(C)C)cc2)C2C(=O)N(C)C(=O)C21 (stereo not given)	-2.5	1.8	11.5	-4.1	4.9	-4.8	12.1	-7.9	1.1
O=C(CN1CCN(C/C=C/c2ccccc2)CC1)Nc1ccccc1C(=O)NC1CC1	4.5	-0.8	4.3	-2.9	0.7	-5.7	3.0	-5.8	0.0
C/C(=N\N=C(N)N)c1ccc(C)c(C)c1	-3.1	-0.9	-1.5	-0.8	-6.0	-5.9	13.2	-0.1	-0.1
CC1(C)Cc2c(sc3[nH]c(=S)n(Cc4ccco4)c(=O)c23)CO1	-0.4	-0.3	-2.3	5.3	-2.5	0.7	-4.3	2.2	-0.1

Some entries already given, limited to PREPL inh.
structure,PREPL inh
Cc1cc(C)c(N(C(=O)Cn2nnc3ccccc32)C(C(=O)NC(C)(C)C)c2ccsc2)c(C)c1 (stereo not given),0.3
CCn1nc(NC(=O)c2ccccn2)c2cc3cc(C)ccc3nc21,6.9

The listing continues:
SMILES	LYPLA2 inh	PP5 primary	PREPL inh	TPT1 inhibitor	PP1 inh	core dimer inh	JMJD2C inh	Fh CTSL1 inh	Efflux pump inh
CCOc1ccccc1NC(=O)COC(=O)CC(NC(N)=O)c1ccc(Cl)cc1 (stereo not given)	-4.1	1.4	-11.2	9.9	-4.2	10.4	6.5	-4.3	-0.1
CC(=O)N1CCN(C(=O)COc2ccccc2C(=O)Nc2ccccc2)CC1	9.3	-0.3	-9.8	-1.1	-0.6	-3.4	2.1	-2.8	0.0
CCC(=O)NNC(=O)CCC(=O)Nc1cccc(Cl)c1C	-1.5	2.1	5.4	-8.8	-4.6	-3.2	-9.5	-5.2	0.0
COc1ccccc1/C=N/N1CCN(c2ccc(Cl)cc2)CC1	7.2	0.5	9.2	-3.8	2.4	-8.8	3.1	-1.5	0.1
CCc1ccc(-n2c(Cn3nc(C(F)(F)F)cc3C)n[nH]c2=S)cc1	-4.3	1.2	-1.8	-1.6	-4.2	-2.0	-4.8	6.8	-0.1
Cc1cccc(NC(=O)CSCC(=O)Nc2ccccc2N2CCCCC2)c1	-4.9	2.9	9.8	-1.3	-1.6	3.0	-2.2	-0.8	-0.1
COC(=O)CN(c1ccc(OC)c(OC)c1)S(C)(=O)=O	3.6	1.4	12.1	-2.4	-1.8	2.4	-7.8	0.4	-0.2
COc1cc(NS(=O)(=O)c2ccc(NC(=O)CSC3=NCCS3)cc2)nc(OC)n1	1.9	1.0	1.4	-2.2	-2.5	6.9	-8.7	-0.8	-0.2
CC(C)(C)c1ccc(/C=C/C(=O)c2ccc(NC3=NCCCS3)cc2)cc1	-0.1	5.9	-2.6	-0.7	0.6	1.0	6.3	4.0	0.6
COc1ccc(OCCC(=O)OCC(=O)Nc2cccc(Br)c2)cc1	5.3	0.4	4.9	-2.0	0.4	4.3	-12.2	-9.8	-0.1
CCN1CCN(C(=O)c2nn(-c3ccc(OC)cc3)c(=O)c3c2c2ccccc2n3C)CC1	-2.2	3.0	2.5	-1.2	-6.1	-6.7	-6.1	0.9	0.0
COC(=O)CN1C(=O)COc2ccc(Cl)cc21	2.5	2.8	2.2	-1.9	-4.2	-0.3	-0.1	4.5	0.1
O=C(N/N=C/c1cc([N+](=O)[O-])ccc1O)/C(=C\c1cccs1)NC(=O)c1ccccc1	-1.0	-1.4	7.5	10.4	19.9*	11.2	3.3	2.3	0.0
COc1cc(NC(=O)CSc2nc(C)cc(C)n2)cc(OC)c1OC	8.8	0.8	-3.5	0.7	-2.2	-2.8	0.8	-5.5	0.0
O=C(NCC(=O)N1CCC2(CC1)NCCc1[nH]cnc12)c1ccc(Br)cc1	-3.5	1.8	12.3	-0.1	-1.8	-4.3	-0.6	0.9	0.2
Cc1cccc(N2CCN(Cc3nc(-c4ccccc4Cl)oc3C)CC2)n1	-4.5	3.0	31.1	-1.1	-1.5	9.2	11.9	6.9	0.2

Screening data deposited in PubChem BioAssay by several laboratories.
